Thrombin inh – thrombin (human) inhibition. inhibition, % at 5 µM. alpha-thrombin, Boc-VPR-AMC fluorogenic substrate cleavage. AID 1046. 220,000 tested, 0.26% active. P00734;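 active means inhibition at or above 40%; inactive means inhibition below 40%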;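 further: 0% = enzyme with no compound and 100% = wells without enzyme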
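System – human alpha-thrombin · Medium – pH 7.5 Tris (50 mM) with NaCl 150 mM, Tween 20 0.05% · Compound – single-point dosing at 5 µM, 0.2% DMSO · Incubation – enzyme reaction carried out at room temperature · Technique – fluorescence of released AMC, ex 355 nm, em 460 nm · Read-out basis – % inhibition of thrombin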
FXIa inh – inhibitors of human coagulation factor XIa. purified FXIa, Boc-Glu-Ala-Arg-AMC fluorogenic substrate. inhibition, % at 5 µM. 220,000 tested, 0.14% active;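 active means inhibition of at least 40%; inactive means inhibition below 40%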;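 further: fluorescence of freed AMC excited at 355 nm; 0% = enzyme without compound and 100% = no enzyme blank; many of its hits are not listed in these tables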
PERK inh – human PERK inhibition, primary cell-based screen; CHO PERK-DD fusion, SEAP luminescence translation reporter; inhibition, % at 5.6 µM; 220,000 tested, 0.17% active; AID 1416;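 active means inhibition above the mean inhibition of all tested compounds plus 3 SD, set separately per screening campaign, cut at about 2.9% in these data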;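 further: PERK kinase domain activated by AP20187 dimerizer at 100 nM; 0% = DMSO with dimerizer and 100% = rapamycin at 8.4 µM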
KLK5 inh – inhibitors of human kallikrein 5; inhibition, % at 5 µM; Q9Y337; AID 873; recombinant hK5, fluorogenic AMC substrate cleavage; 210,000 tested, 0.59% active;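 active means inhibition of 40% or more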;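 further: 0% = enzyme controls without compound and 100% = no-enzyme blanks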
Target sequence (Q9Y337 67-293 limits assumed): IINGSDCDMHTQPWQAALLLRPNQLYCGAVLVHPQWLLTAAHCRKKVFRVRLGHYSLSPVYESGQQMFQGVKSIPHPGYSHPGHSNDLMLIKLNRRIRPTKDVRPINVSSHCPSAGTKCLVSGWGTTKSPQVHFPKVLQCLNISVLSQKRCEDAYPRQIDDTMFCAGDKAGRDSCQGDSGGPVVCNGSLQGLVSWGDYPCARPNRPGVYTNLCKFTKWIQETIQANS
Cl transport mod – KCC2 (human) Cl- transport modulation | Q9H2X9 | KCC2 cells, thallium flux FluoZin-2 fluorescence | B-score of Tl+ flux slope (higher = more flux/activation; lower = inhibition) at 10 µM | 190,000 tested, 2.2% active;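 active means thallium flux slope and its plate-corrected score both differing from the plate sample mean at a set confidence after two filtering rounds, in either direction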;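 further: slope of fluorescence scaled to starting intensity during 10 to 20 s after thallium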
FXIIa inh – inhibitors of human coagulation factor XIIa; P00748; purified FXIIa, Boc-QGR-AMC fluorogenic substrate, 2 h; inhibition, % at 5 µM; 220,000 tested, 0.3% active; in the data active means inhibition above about 40%;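 further: 0% = enzyme with no compound and 100% = blank without enzyme; many of its hits are not listed in these tables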
Target sequence (P00748 20-372 limits assumed): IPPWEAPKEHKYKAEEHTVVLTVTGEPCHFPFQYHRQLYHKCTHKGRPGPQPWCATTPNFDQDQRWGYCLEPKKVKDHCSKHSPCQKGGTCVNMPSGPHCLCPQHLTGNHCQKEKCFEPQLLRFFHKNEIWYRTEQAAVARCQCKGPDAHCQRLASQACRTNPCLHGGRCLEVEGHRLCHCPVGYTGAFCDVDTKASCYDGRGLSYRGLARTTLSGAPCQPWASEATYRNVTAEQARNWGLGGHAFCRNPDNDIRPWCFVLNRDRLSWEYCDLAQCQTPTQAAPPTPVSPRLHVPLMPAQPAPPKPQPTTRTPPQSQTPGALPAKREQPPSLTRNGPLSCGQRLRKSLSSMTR
Target sequence (P00748 373-615 limits assumed): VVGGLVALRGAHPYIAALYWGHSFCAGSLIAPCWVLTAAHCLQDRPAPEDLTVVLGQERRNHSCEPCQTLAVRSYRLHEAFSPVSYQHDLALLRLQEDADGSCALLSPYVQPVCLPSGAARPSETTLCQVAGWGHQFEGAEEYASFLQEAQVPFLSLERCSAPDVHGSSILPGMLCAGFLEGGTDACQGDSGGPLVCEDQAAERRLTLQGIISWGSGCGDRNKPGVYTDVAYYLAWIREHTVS
Furin inhibitor – human furin inhibition. purified furin, fluorogenic substrate cleavage. inhibition, % at 30 µM. 220,000 tested, 0.061% active; in the data active means inhibition above about 25%; further: inactives centre near -15
p97 ATPase inh – inhibitors of human p97 ATPase. P55072. 220,000 tested, 0.42% active. inhibition, % at 8 µM. recombinant p97 ATPase, Kinase-Glo ATP luminescence, 3 h; in the data active means inhibition above about 15%;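 further: 0% = DMSO vehicle and 100% = wells lacking enzyme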
Wee1 stabilizer – blocks degradation of human Wee1 kinase; P30291; HeLa Luc-Wee1K328M stability, luciferase luminescence; 100% = proteasome inhibitor MG132 effect; reporter increase, % at 5 µM; 220,000 tested, 1.2% active;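 active means activation above the mean of all tested compounds plus 3 SD, set per screening run, cut at about 8.8% in these data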;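 further: cells exposed to compound for 20 h before luminescence read; 0% = DMSO alone and 100% = MG132 at 30 µM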
* hit, by the source's call; [ ] = remark or other dose. Rows were taken by chance; overall some 4.4% were active at least once.

`CCCc1[nH]nc2c1C(c1ccc(OC(=O)N3CCOCC3)c(OC)c1)C(C#N)=C(N)O2` (centres undefined) gave Thrombin inh 0, FXIa inh 0, PERK inh 0.3, KLK5 inh -3, FXIIa inh 11, Furin inhibitor -15, p97 ATPase inh -1 and Wee1 stabilizer 0.
`C=Cn1nc(C)c2ccccc2c1=O` gave Thrombin inh -5, FXIa inh -10, PERK inh -0.5, KLK5 inh -16, Cl transport mod -2.1, FXIIa inh -1, Furin inhibitor -8[20 µM], p97 ATPase inh 5 and Wee1 stabilizer 1.
O=S(=O)(Nc1ccccc1)c1ccc2c(c1)CCO2 was read as Thrombin inh 1, FXIa inh 9, PERK inh 1.1, KLK5 inh 6, Cl transport mod -0.67, FXIIa inh 9, Furin inhibitor -34, p97 ATPase inh 8 and Wee1 stabilizer -1.
`CN1CCN(Cc2cc(COCc3ccccc3)c3cccnc3c2O)CC1` gave Thrombin inh -4, FXIa inh 1, PERK inh -0.6, KLK5 inh -53, FXIIa inh 13, Furin inhibitor -10, p97 ATPase inh 4 and Wee1 stabilizer -4.
For Nc1nnc(-c2ccc(Cl)c([N+](=O)[O-])c2)s1 the results were Thrombin inh -3, FXIa inh 6, PERK inh -0.8, KLK5 inh 4, Cl transport mod 1.3, FXIIa inh 11, Furin inhibitor -2, p97 ATPase inh -5 and Wee1 stabilizer -3.
CCOCCCN(C(=O)Cn1nnc(-c2ccc(OC)c(OC)c2)n1)C(CC)C(=O)NC1CCCC1 (centres undefined) was read as Thrombin inh -10, FXIa inh -1, PERK inh -1.0, KLK5 inh -5, Cl transport mod 0.36, FXIIa inh 0, Furin inhibitor -17, p97 ATPase inh -4 and Wee1 stabilizer 6.
COc1cccc(-c2nnc(-c3ccccc3[N+](=O)[O-])o2)c1 was read as Thrombin inh -6, FXIa inh -3, PERK inh -0.3, KLK5 inh -2, Cl transport mod -0.93, FXIIa inh 7, Furin inhibitor -18, p97 ATPase inh 0 and Wee1 stabilizer 0.
Screening CCS(=O)(=O)n1nc(-c2ccc(OC)cc2)nc1N returned Thrombin inh -11, FXIa inh -2, PERK inh 0.1, KLK5 inh -8, Cl transport mod -0.72, FXIIa inh 8, Furin inhibitor -26, p97 ATPase inh 4 and Wee1 stabilizer 0.
Screening N/C(Cc1ccc(Cl)cc1Cl)=N\OC(=O)c1ccccc1 returned Thrombin inh -2, FXIa inh 9, PERK inh 0.1, KLK5 inh 5, Cl transport mod -0.19, FXIIa inh 4, Furin inhibitor -19, p97 ATPase inh 5 and Wee1 stabilizer 2.
Screening Cc1ccc2cc(C#N)c(N3CCN(C)CC3)nc2c1 returned Thrombin inh 3, FXIa inh 6, PERK inh -0.5, KLK5 inh -9, Cl transport mod 0.35, FXIIa inh 16, Furin inhibitor -18[20 µM], p97 ATPase inh 0 and Wee1 stabilizer 0.
Screening Nc1c(C(=O)N2CCCC2)sc2nc(-c3ccccc3)ccc12 returned Thrombin inh -3, FXIa inh -8, PERK inh 0.7, KLK5 inh 3, Cl transport mod 0.0065, FXIIa inh 1, Furin inhibitor -15, p97 ATPase inh 0 and Wee1 stabilizer 1.
`CCOC(=O)C(C)Sc1nnc(NC(=O)c2cccc([N+](=O)[O-])c2C)s1` (centres undefined) gave Thrombin inh -12, FXIa inh -6, PERK inh 0.1, KLK5 inh 7, Cl transport mod -0.69, FXIIa inh 0, Furin inhibitor -9, p97 ATPase inh -3 and Wee1 stabilizer -1.
`COc1cc(C(=O)NCCN2CCCC2)cc(OC)c1OC` gave Thrombin inh 5, FXIa inh 9, PERK inh 0.9, KLK5 inh -6, Cl transport mod -0.053, FXIIa inh 17, Furin inhibitor -26[20 µM], p97 ATPase inh 4 and Wee1 stabilizer 5.
`CN1C(=O)CSc2ccc(NC(=O)NCc3ccc(F)cc3)cc21` gave Thrombin inh -11, FXIa inh -6, PERK inh 0.7, KLK5 inh 3, Cl transport mod 0.067, FXIIa inh -1, Furin inhibitor -17, p97 ATPase inh 3 and Wee1 stabilizer -3.
For COc1ccc(-n2cc(-c3ccccc3)c3c(N4CCOCC4)ncnc32)cc1 the results were Thrombin inh -8, FXIa inh -3, PERK inh 0.5, KLK5 inh -3, Cl transport mod 0.15, FXIIa inh 6, Furin inhibitor -25, p97 ATPase inh 1 and Wee1 stabilizer -3.
CCn1c(SCC(=O)OC)nnc1-c1ccncc1 was read as Thrombin inh 2, FXIa inh -2, PERK inh 0.9, KLK5 inh -7, Cl transport mod 0.41, FXIIa inh 14, Furin inhibitor -24[20 µM], p97 ATPase inh 0 and Wee1 stabilizer 1.
Cc1cccc(N2C(=O)C3C4C=CC(C4)C3C2=O)c1 (centres undefined) was read as Thrombin inh -5, FXIa inh -16, PERK inh 1.1, KLK5 inh -13, FXIIa inh 1, Furin inhibitor -12, p97 ATPase inh -2 and Wee1 stabilizer -2.
`O=C(CSc1ccc(-c2ccccn2)nn1)N1CCCCC1` gave Thrombin inh -7, FXIa inh -5, PERK inh -0.2, KLK5 inh -10, Cl transport mod -0.21, FXIIa inh 4, Furin inhibitor -22, p97 ATPase inh -1 and Wee1 stabilizer 1.
For Cc1c(NC(=O)OC(C)C)sc(=S)n1C the results were Thrombin inh -2, FXIa inh -4, PERK inh 0.5, KLK5 inh -4, Cl transport mod 0.22, FXIIa inh 0, Furin inhibitor -7[20 µM], p97 ATPase inh 3 and Wee1 stabilizer -1.
Screening COC(=O)c1cccnc1-n1c(=O)c2cccnc2n(Cc2ccc([N+](=O)[O-])cc2)c1=O returned Thrombin inh -7, FXIa inh -3, PERK inh 0.2, KLK5 inh -1, Cl transport mod -0.43, FXIIa inh 9, Furin inhibitor -30, p97 ATPase inh 1 and Wee1 stabilizer -2.
Screening CSc1nc2nc3c(c(=O)n2[nH]1)CCCC3 returned Thrombin inh -6, FXIa inh 1, PERK inh 0.7, KLK5 inh 1, Cl transport mod 1.7, FXIIa inh 0, Furin inhibitor -19[20 µM], p97 ATPase inh 5 and Wee1 stabilizer -2.
For CCCNCc1cc(OC)c(OCC(=O)Nc2ccccc2)cc1Br the results were Thrombin inh 2, FXIa inh 0, PERK inh 0.8, KLK5 inh 0, Cl transport mod 0.034, FXIIa inh 5, Furin inhibitor -17, p97 ATPase inh 3 and Wee1 stabilizer 3.
Screening CCC1(c2ccc(Cl)cc2)NC(=O)N(Cc2ccc(C(=O)OC)cc2)C1=O (centres undefined) returned Thrombin inh 3, FXIa inh 1, PERK inh -0.3, KLK5 inh -11, Cl transport mod -0.81, FXIIa inh 3, Furin inhibitor -29, p97 ATPase inh -1 and Wee1 stabilizer 3.
For CCNC(=O)NC(=O)C(C)Oc1ccc(Br)cc1Br (centres undefined) the results were FXIa inh 3, PERK inh 0.6, KLK5 inh 1, Cl transport mod -2.2, FXIIa inh 9, Furin inhibitor -13, p97 ATPase inh 3 and Wee1 stabilizer -1.
`Cc1ccc(N2C(=O)CC(Sc3nc(-c4ccccc4)c4cc(Cl)ccc4n3)C2=O)c(C)c1` (centres undefined) gave Thrombin inh -3, FXIa inh 13, PERK inh 1.7, KLK5 inh 2, Cl transport mod 0.46, FXIIa inh 5, Furin inhibitor -22, p97 ATPase inh 3 and Wee1 stabilizer -4.
For CC#CC[N+](C)(C)CC(=O)c1ccccc1 the results were Thrombin inh 2, FXIa inh 2, PERK inh 0.8, KLK5 inh 0, Cl transport mod 0.74, FXIIa inh 4, Furin inhibitor -8, p97 ATPase inh 3 and Wee1 stabilizer 2.
Cc1nnc(SCc2cccc3ccccc23)n(N)c1=O was read as Thrombin inh -7, FXIa inh 4, PERK inh 0.7, KLK5 inh 1, Cl transport mod 0.84, FXIIa inh 7, Furin inhibitor -12, p97 ATPase inh 10 and Wee1 stabilizer 3.
`Cc1ccc(NC(=O)NC(=O)CSc2nnnn2C)c(C)c1` gave Thrombin inh -3, FXIa inh -2, PERK inh 0.8, KLK5 inh -19, Cl transport mod 0.28, FXIIa inh 12, Furin inhibitor -15, p97 ATPase inh 2 and Wee1 stabilizer 4.
For O=C(NCCCN1CCC(Cc2ccccc2)CC1)C1CC(=O)N(C2CCCCCC2)C1 (centres undefined) the results were Thrombin inh -5, FXIa inh 4, PERK inh -0.7, KLK5 inh -1, Cl transport mod 0.79, FXIIa inh 22, Furin inhibitor -23[20 µM], p97 ATPase inh -4 and Wee1 stabilizer 2.
For Cc1ccc2nsnc2c1S(=O)(=O)NCc1ccncc1 the results were Thrombin inh 2, FXIa inh 8, PERK inh 0.9, KLK5 inh 17, Cl transport mod 2.1, FXIIa inh -3, Furin inhibitor -3[20 µM], p97 ATPase inh 2 and Wee1 stabilizer 3.

Three structures out of the list, sorted by heavy-atom count, low to high:
For CC#CC[N+](C)(C)CC(=O)c1ccccc1 the results were Thrombin inh 2, FXIa inh 2, PERK inh 0.8, KLK5 inh 0, Cl transport mod 0.74, FXIIa inh 4, Furin inhibitor -8, p97 ATPase inh 3 and Wee1 stabilizer 2.
For Cc1ccc2nsnc2c1S(=O)(=O)NCc1ccncc1 the results were Thrombin inh 2, FXIa inh 8, PERK inh 0.9, KLK5 inh 17, Cl transport mod 2.1, FXIIa inh -3, Furin inhibitor -3[20 µM], p97 ATPase inh 2 and Wee1 stabilizer 3.
Screening CCC1(c2ccc(Cl)cc2)NC(=O)N(Cc2ccc(C(=O)OC)cc2)C1=O (centres undefined) returned Thrombin inh 3, FXIa inh 1, PERK inh -0.3, KLK5 inh -11, Cl transport mod -0.81, FXIIa inh 3, Furin inhibitor -29, p97 ATPase inh -1 and Wee1 stabilizer 3.

Next entries follow:
Screening CCOC(=O)c1sc2nc3c(cc2c1N)C(=O)CC(C)(C)C3 returned Thrombin inh 3, FXIa inh 7, PERK inh -0.9, KLK5 inh -4, Cl transport mod 0.37, FXIIa inh 10, Furin inhibitor -6, p97 ATPase inh 3 and Wee1 stabilizer -1.
CCOc1ncccc1C(=O)NCc1ccccc1 was read as Thrombin inh -12, FXIa inh -3, PERK inh 0.9, KLK5 inh -16, Cl transport mod 0.13, FXIIa inh 1, Furin inhibitor -8, p97 ATPase inh 5 and Wee1 stabilizer -3.
CCCCN(C(=O)NC(=O)Nc1ccccc1OCC)S(C)(=O)=O was read as Thrombin inh 1, FXIa inh 4, PERK inh -0.6, KLK5 inh 37, Cl transport mod 0.98, FXIIa inh 19, Furin inhibitor -28, p97 ATPase inh 1 and Wee1 stabilizer 2.
For CCO[C@@H]1OC(C(=O)NCc2ccccc2)=C[C@H](C)[C@H]1CCCO the results were Thrombin inh -4, FXIa inh -1, PERK inh -0.1, KLK5 inh 5, Cl transport mod 0.076, FXIIa inh 6, Furin inhibitor -8, p97 ATPase inh -2 and Wee1 stabilizer 1.
For CC(C)=Nc1ccccc1C1COC(=O)C1=N (centres undefined) the results were Thrombin inh 1, FXIa inh 8, PERK inh 0.4, KLK5 inh -5, Cl transport mod 0.0078, FXIIa inh 13, Furin inhibitor -16, p97 ATPase inh 5 and Wee1 stabilizer -2.
`COc1cc(C(=O)NNC(=S)NC(=O)c2ccccc2C)cc(OC)c1OC` gave Thrombin inh 0, FXIa inh 4, PERK inh 0.4, KLK5 inh -84, Cl transport mod 2.2, FXIIa inh 5, Furin inhibitor -24, p97 ATPase inh 4 and Wee1 stabilizer 0.
`Cc1ccc(Oc2nc(CN3CCOCC3)nc3sc4c(c23)CCC(C)C4)cc1C` (centres undefined) gave Thrombin inh -5, FXIa inh 6, PERK inh -0.2, KLK5 inh -8, Cl transport mod 0.066, FXIIa inh 7, Furin inhibitor -19, p97 ATPase inh -4 and Wee1 stabilizer 3.
CC12CCC(=O)N1C(C(=O)OCC(=O)Nc1sccc1C#N)CS2 (centres undefined) was read as Thrombin inh -13, FXIa inh -6, PERK inh 0.7, KLK5 inh -23, Cl transport mod 0.15, FXIIa inh 16, Furin inhibitor -17, p97 ATPase inh -2 and Wee1 stabilizer -2.
